# Pol III holo inh = inhibitors of bacterial DNA polymerase III holoenzyme; Potency, µM (top dose mostly 57.1 µM), without a hit: at the top dose activity change, negative = inhibition; AID 603; reconstituted DNA polymerase III holoenzyme replication, biochemical; 0.25% of 71,000 active; further: potency means the concentration at half of the fitted maximal effect; on the % scale 0 is the no-effect control and ±100 the full control effect
#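 Reconstituted *E. coli* holoenzyme (0.35 nM Pol III, 1 nM beta, 154 nM SSB, 2 nM primase) was preincubated with compound for 15 min at RT. Synthesis on 1.4 nM ssM13Gori ran 35 min, then was stopped with PicoGreen/EDTA and read as dsDNA fluorescence.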
# BRCT inh red = BRCT-phosphoprotein interaction inhibition (red fluorophore). 0.03% of 75,000 active. AID 892. BRCT-phosphopeptide binding, red fluorescence polarization. P38398. Potency, µM (highest dose often 76.9 µM), for the others: top-dose activity change, negative = inhibition, usual class: inhibitors; further: on the % scale 0 is the no-effect control and ±100 the full control effect
# Target sequence (P38398 whole entry, looked up): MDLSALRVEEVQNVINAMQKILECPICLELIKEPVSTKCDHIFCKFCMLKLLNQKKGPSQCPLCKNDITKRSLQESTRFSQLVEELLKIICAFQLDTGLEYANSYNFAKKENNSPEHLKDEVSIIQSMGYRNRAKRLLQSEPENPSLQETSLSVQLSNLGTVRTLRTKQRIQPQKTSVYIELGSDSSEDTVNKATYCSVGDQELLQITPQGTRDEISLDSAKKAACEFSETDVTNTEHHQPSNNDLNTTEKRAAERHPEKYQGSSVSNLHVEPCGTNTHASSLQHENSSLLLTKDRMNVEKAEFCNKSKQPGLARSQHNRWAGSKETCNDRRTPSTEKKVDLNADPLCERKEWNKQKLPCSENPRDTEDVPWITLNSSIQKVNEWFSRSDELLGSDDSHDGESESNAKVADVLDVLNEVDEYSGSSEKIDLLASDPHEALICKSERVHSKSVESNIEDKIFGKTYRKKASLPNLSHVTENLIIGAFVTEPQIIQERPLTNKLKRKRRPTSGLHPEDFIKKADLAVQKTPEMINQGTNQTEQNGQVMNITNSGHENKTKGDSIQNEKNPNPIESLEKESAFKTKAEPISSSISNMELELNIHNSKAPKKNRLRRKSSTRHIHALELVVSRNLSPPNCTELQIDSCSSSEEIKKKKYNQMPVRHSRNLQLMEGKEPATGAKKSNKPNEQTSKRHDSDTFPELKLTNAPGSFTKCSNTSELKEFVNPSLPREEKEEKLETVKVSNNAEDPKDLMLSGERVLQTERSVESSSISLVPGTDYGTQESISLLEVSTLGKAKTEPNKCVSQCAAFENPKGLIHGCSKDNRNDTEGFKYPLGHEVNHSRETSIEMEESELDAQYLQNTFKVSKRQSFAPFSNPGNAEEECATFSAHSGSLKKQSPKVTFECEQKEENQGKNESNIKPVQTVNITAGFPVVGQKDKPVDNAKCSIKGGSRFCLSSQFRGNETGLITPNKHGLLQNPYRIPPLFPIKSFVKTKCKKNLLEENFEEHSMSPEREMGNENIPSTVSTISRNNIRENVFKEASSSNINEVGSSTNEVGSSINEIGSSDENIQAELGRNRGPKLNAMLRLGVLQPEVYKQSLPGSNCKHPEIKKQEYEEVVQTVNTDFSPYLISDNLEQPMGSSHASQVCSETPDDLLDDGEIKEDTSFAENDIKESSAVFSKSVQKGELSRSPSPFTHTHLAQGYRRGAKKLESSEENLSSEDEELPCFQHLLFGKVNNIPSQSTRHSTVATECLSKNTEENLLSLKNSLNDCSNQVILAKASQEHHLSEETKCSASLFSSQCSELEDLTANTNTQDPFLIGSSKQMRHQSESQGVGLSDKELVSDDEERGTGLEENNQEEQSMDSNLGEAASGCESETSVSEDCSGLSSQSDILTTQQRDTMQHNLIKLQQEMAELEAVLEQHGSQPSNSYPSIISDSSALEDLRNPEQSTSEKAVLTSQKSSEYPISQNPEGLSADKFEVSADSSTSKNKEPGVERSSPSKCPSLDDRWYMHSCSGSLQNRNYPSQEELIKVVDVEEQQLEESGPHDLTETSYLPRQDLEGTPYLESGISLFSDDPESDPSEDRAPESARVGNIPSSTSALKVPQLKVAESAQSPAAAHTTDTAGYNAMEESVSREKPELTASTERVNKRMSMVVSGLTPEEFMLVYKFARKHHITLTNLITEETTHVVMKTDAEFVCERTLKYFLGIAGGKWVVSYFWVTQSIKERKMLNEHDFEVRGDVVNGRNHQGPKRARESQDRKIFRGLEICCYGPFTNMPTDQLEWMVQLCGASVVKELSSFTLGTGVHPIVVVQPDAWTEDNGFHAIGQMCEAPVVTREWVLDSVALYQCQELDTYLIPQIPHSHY
#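 Rhodamine-labelled pBACH1 10-mer (100 nM) bound to BRCT domain (100 nM) at pH 7.3; compounds incubated 12 min room temperature, polarization read. Free peptide defines full inhibition; unlabelled decapeptide titrated as control.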
# CRE Fsk mod = modulators of forskolin-stimulated CRE signaling in CHO cells. Potency, µM (highest dose often 38.2 µM), for the others: top-dose activity change, negative = inhibition, usual class: activators. CHO CRE-bla reporter (cAMP response element driving beta-lactamase), forskolin EC10, beta-lactamase ratio. 2.5% of 71,000 active; active means well fitted activation curve with a large enough effect in the signal ratio, with a control signal flat, not every such curve was filed as active; inconclusive means small, poorly fitted or top-dose-only effect, or effect the other way, or a change in a side signal; the % refers to the signal ratio; further: potency means the concentration at half of the fitted maximal effect; % of control where 0% means no effect
#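 The 460nm/530nm emission ratio after CCF4 loading defined %Activity, from which AC50 values were obtained. CRE-bla CHO cells received compound dilution series together with an EC10 level of NKH 477 for 3 hours at 37 degrees Celsius.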
# BRCT inh green = blocks human BRCA1 BRCT binding to phosphopeptide, green readout; 0.05% of 75,000 active; Potency, µM (titrated, usually from 76.9 µM), inactives show at the highest dose activity change, negative = inhibition, hits mostly inhibitors; BRCA1 BRCT-phosphopeptide binding, green fluorescence polarization; AID 875;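 further: potency means the concentration at half of the fitted maximal effect; plate controls were peptide without protein for full effect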
#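 Fluorescence polarization: His-tagged BRCT (~35 kDa BRCA1 C-terminus, 250 nM) bound to 100 nM fluorescein-labeled phosphorylated 10-aa BACH1 peptide, pH 7.3 phosphate buffer with DTT and Tween 20. Compounds incubated 12 min at room temperature; inhibition read as lowered polarization.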
# 4-MU autofl = compound fluoresces in the 4-MU spectral region; compound autofluorescence, 340/450 nm, 4-MU equivalents; stronger effect = higher value; max dye-equivalent concentration, M; 11% of 59,000 active; in the data active means max dye-equivalent concentration above about 10 nM; inconclusive means mostly about 1.1 nM to 9.6 nM
#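 Compounds in 100 mM Tris, pH 8.0, sat 15 min at room temperature before fluorescence was read at 340 nm excitation/450 nm emission; a per-plate six-point 4-MU standard curve converted signals to dye-equivalent concentration at each compound concentration.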
# Hsp90 Hop PPI = changes Hsp90-Hop TPR2A binding signal, up or down; AlphaScreen TPR2A-His6 binding biotin-Hsp90 C-terminal peptide; Potency, µM (top dose mostly 57 µM), inactives show top-dose activity change, negative = inhibition; 0.44% of 71,000 active; AID 595; active means well fitted curve in either direction with a large enough effect; inconclusive means small, poorly fitted or top-dose-only effect, or another doubt; further: potency means the concentration at half of the fitted maximal effect; on the % scale 0 is the no-effect control and ±100 the full control effect; many of its hits are not listed in these tables
# HBB splice mod = modulators of hemoglobin beta chain splicing; HBB splicing reporter cell assay, activation; EGFP reporter with mutant IVS2-654 intron; response scale: normalised to 500 nM splice-correcting PNA; Potency, µM (doses to about 46.1 µM), inactives show top-dose activation, most hits filed as activators; 0.06% of 65,000 active; AID 925; further: potency means the concentration at half of the fitted maximal effect; 0% is about no effect
#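 Compounds were applied for 2 days to HeLa EGFP-654 cells, 500/well in Optimem with 2% FCS. The reporter's EGFP is disrupted by mis-splicing of beta-globin intron IVS2-654. Readout: summed well GFP fluorescence from 488 nm laser scanning; reference was 500 nM antisense […] 654 PNA.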
# 15-hLO inh = blocks human 15-lipoxygenase activity. purified 15hLO-1, xylenol orange hydroperoxide absorbance. P16050. Potency, µM (doses to about 57.1 µM), for the others: at the top dose activity change, negative = inhibition, usual class: inhibitors. 1.4% of 74,000 active. AID 887; further: potency means the concentration at half of the fitted maximal effect; on the % scale 0 is the no-effect control and ±100 the full control effect; nearly all actives have a fitted effect of over 55% in size
#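 40 nM 15hLO-1 + cpd, 15 min RT; start w/ 50 uM AA (final), 6 min RT; stop/detect w/ 200 uM XO + 300 uM Fe(II) in 50 mM H2SO4, 30 min; A573/A405. Buffer 25 mM Hepes pH 7.5, 0.01% Triton X-100. No-enzyme wells as negative control.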
# GFP derepression = epigenetic modulators derepressing GFP locus in mouse cells | 0.09% of 68,000 active | Potency, µM (highest dose often 46.1 µM), without a hit: top-dose GFP derepression (activation) | mouse C127i GFP locus derepression, cytometry, 30 h; further: % of control where 0% means no effect
#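 Read-out is the number of GFP-positive cells, scored as fluorescent objects 20 to 120 um wide, reflecting derepression of a silenced CMV-GFP reporter in murine C127i cells after 30 h compound exposure at 37 C.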
# Ub-GFP proteasome = ubiquitin-GFP accumulation via proteasome inhibition; Ubiquitin-GFP reporter cells, proteasome inhibition, GFP fluorescence; response scale: untreated = 0%, 10 µM MG-132 = 100%; Potency, µM (doses to about 45.9 µM), without a hit: at the top dose activation (GFP accumulation), actives largely listed as activators; 67,000 tested, under 10 active; AID 526; active means well fitted activation curve with a large enough effect, not every such curve was filed as active; inconclusive means small, poorly fitted or top-dose-only effect, or another doubt; inactive means no such curve, though single readings can be large or run the other way; further: potency means the concentration at half of the fitted maximal effect
#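 U2OS Ub(G76V)-GFP reporter; O/N plating, 0.5% FBS; cpd 46 uM–2.9 nM, 4 h, 37 °C; GFP+ cell count, 488/515 nm; norm. to basal vs 10 uM MG-132; CRC fit.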
# A350 autofl = compound fluoresces in the Alexa 350 spectral region. max dye-equivalent concentration, M. 11% of 59,000 active. AID 590. Compound autofluorescence, 340/450 nm, Alexa 350 dye-equivalents; stronger effect = higher value; in the data active means max dye-equivalent concentration above about 10 nM; inconclusive means mostly about 1.1 nM to 9.6 nM
# * = called active by the depositor; i = inactive; ? = inconclusive; . = not tested or not shown; [ ] = dose if it differs, or a comment. Unless noted, the call rests on the fitted dose curve; in most records, active means well fitted curve in the direction sought with a large enough effect; inconclusive means small, poorly fitted or top-dose-only effect, or another doubt; inactive means no such curve, though single readings can be large; an effect the other way counts as inactive or inconclusive. Random draw from the library. About 12% of those tested had a hit in this group.
mol,Pol III holo inh,BRCT inh red,CRE Fsk mod,BRCT inh green,4-MU autofl,Hsp90 Hop PPI,HBB splice mod,15-hLO inh,GFP derepression,Ub-GFP proteasome,A350 autofl
O=C(CCn1c(=O)c2ccccc2n(Cc2cccnc2)c1=O)NCc1ccc2c(c1)OCO2,-5%,-0.1%,-4%,1.2%,i,-7%,-0.5%,-4%,2%,10%,i
Cc1ccc(C2C(C(=O)c3cc4ccccc4o3)=C(O)C(=O)N2CCN2CCOCC2)o1 (configuration not stated),-3%,0.0%,?,1.7%,i,-15%,4.2%[1.84 µM],-17%,-2%,25%,i
Cn1c(=O)c(-c2ccc(Cl)cc2)nc2cnc(Oc3cccc(Cl)c3)nc21,-8%,0.4%,6%,-0.5%,i,0%,0.2%,-7%,3%[9.22 µM],-5%,i
COc1cccc(C(CC(=O)NCc2ccco2)NS(=O)(=O)c2ccc(C)cc2)c1OC (configuration not stated),-4%,-0.3%,?,-0.4%,i,0%,-0.5%,5%,2%,0%,i
O=c1[nH]c2ccccc2c2nc3ccccn3c12,-14%,-3.4%,10µM*,2.3%,i,-4%,-2.2%[57.5 µM],3%,2%,3%,i
COc1ccc(NC(=O)COC(=O)c2ccc(Br)o2)cc1OC,-1%,-1.9%,-4%,-0.3%,i,-1%,0.9%,-2%,-4%,-3%,?
N#CCSc1nnc2ccc3ccccc3n12,-4%,1.8%,-4%,-0.6%,i,-3%,-1.4%,7%,0%,-4%,i
C=CCc1cccc2cc(NC(C)=O)c(=O)oc12,-2%,-1.3%,?,3.1%,i,?,0.4%,-5%,0%,-7%,i
COc1ccc(CNC(=O)C(C#N)c2nc3ccccc3nc2N2CCN(C)CC2)cc1 (configuration not stated),-5%,-3.9%,?,-3.5%,i,-8%,-1.4%,-14%,3%,6%,i
NC(=O)NOC[C@@H]1NC(=O)NC1=O,4%[11.4 µM],-1.2%[15.4 µM],14%[7.6 µM],-1.7%[15.4 µM],i,0%[11 µM],-1.0%[9.22 µM],4%[11.4 µM],0%[9.22 µM],3%[9.17 µM],i
Cc1occc1C(=O)NC1CCCc2ccccc21 (configuration not stated),-2%,0.7%,20%,0.1%,9.6e-08M*,-1%,-0.7%,-9%,3%,-1%,9.9e-08M*
Cn1c(C(=O)NCc2ccc3c(c2)OCO3)cc2sccc21,1%,0.6%,-2%,2.8%,i,-4%,-1.0%,-18%,-1%,5%,i
CCOC(=O)CSc1ncnc2c1cnn2-c1ccc(C)cc1,-2%,1.1%,-7%,-1.5%,?,1%,0.0%[57.5 µM],0%,-1%,-2%,?
O=C(C1COc2ccccc2O1)N1CCN(c2ccccc2)CC1 (configuration not stated),-2%,1.0%,?,-1.2%,i,0%,-0.2%,-8%,3%,-7%,i
CCOC(=O)C(C)C(C)=O (configuration not stated),-4%,1.5%,-15%,0.5%,.,-3%,0.0%,1%,.,.,.
CCN(CC)CCNC(=O)CCn1c(=S)[nH]c2cc3c(cc2c1=O)OCO3,-3%,-0.9%,?,-4.5%,?,-4%,2.0%[0.369 µM],9%,0%,0%,?
Brc1ccc2ncnc(NCc3ccco3)c2c1,0%,0.9%,-2%,0.7%,.,-2%,-1.1%,5%,4%,-9%,.
Cc1ccc(SCCC(=O)NCc2ccco2)cc1,-5%,-0.8%,-4%,-0.7%,i,-3%,0.0%,11%,0%,-5%,i
COc1ccc(NS(=O)(=O)c2cc(C)ccc2NC(=O)c2cc(C)oc2C)cc1,-1%,-2.6%,?,1.3%,i,-8%,-1.4%,-15%,-4%,0%,i
CCn1c(SCc2nc3ccccc3[nH]2)nnc1-c1cnccn1,-7%,0.9%,?,-2.6%,?,-4%,2.3%[0.369 µM],6%,0%,.,?
COc1ccc(C(=O)CN2C(=O)NC3(CCCc4ccccc43)C2=O)cc1OC (configuration not stated),2%,-0.3%,?,3.3%,i,-6%,0.9%,-23%,0%,-11%,i
O=C(CCCC(=O)Nc1cccnc1)Nc1cccnc1,2%,-1.0%,-6%,-1.4%,.,-6%,-1.0%,10%,-4%,-1%,.
Cc1cnc(C(=O)Nc2nnc(C(C)C)s2)cn1,-3%,0.3%,1%,-1.2%,i,?,0.3%[57.5 µM],30%,8%,2%,i
CC(=O)CCc1c(C)c2cccc(C)c2[nH]c1=O,6%,1.1%,-2%,1.3%,.,-2%,0.6%,1%,0%,6%,.
C=CCn1c(SCc2ccccc2C#N)nnc1-c1cc(Br)ccc1O,-10%,-1.3%,?,0.7%,1.6e-07M*,-1%,1.8%,?,0%,-1%,1.6e-07M*
COc1ccc(NC(=O)CSc2nccn2-c2ccccc2)cc1,-2%,-2.5%,2%,-1.4%,i,-12%,-0.5%,4%,0%,7%,i
Cc1cnc(NC(=O)COc2ccccc2Cl)s1,-9%,-1.2%,-15%,1.6%,i,0%,0.0%,-4%,3%,-1%,i
O=C(OCCN1CCCCC1)c1cc2ccccc2o1,-4%,-0.5%,2%,3.9%,i,0%,.,-2%,-3%,-2%,i
COc1ccccc1C(=O)Nc1cccc(NC(C)=O)c1,-7%[11.4 µM],-2.0%,?,2.0%,.,-9%[11 µM],2.0%[0.0738 µM],-6%[11.4 µM],2%,-20%[9.17 µM],.
O=C(COc1cccc(OC(F)F)c1)Nc1ccc(SC(F)F)cc1,-3%,-1.7%,?,-1.5%,i,12%,-1.6%,-6%,0%,0%,i
C(=C\c1ccco1)/C=N/n1cnnc1,-1%,-2.1%,-1%,-2.1%,i,-9%,-2.1%[57.5 µM],-7%,2%,-4%,i
CCCOC(=O)c1ccc2c(c1)C(=O)N(c1ccccc1)C2=O,-6%,-0.2%,-1%,-1.6%,i,?,.,9%,2%,0%,i
CC(=O)O[C@@H]1[C@H]([N+]2(C)CCCCC2)C[C@@H]2[C@@H]3CC[C@@H]4C[C@@H](OC(C)=O)[C@H]([N+]5(C)CCCCC5)C[C@@]4(C)[C@H]3CC[C@]21C,-1%,-0.9%,-11%,-2.1%,i,-1%,1.8%,7%,0%,5%,i
CCc1c(C)nc(SCC(=O)c2ccc(C)c(C)c2)[nH]c1=O,-4%,0.3%,?,-3.2%,i,2%,-0.6%,-3%,0%,-1%,i
CC(=O)c1ccc(Cc2cnc(N)s2)cc1,-3%,1.3%,0%,-1.3%,i,-6%,-2.7%,4%,-1%,-4%,i
O=C(NCc1cccc(CNC(=O)c2ccco2)c1)c1ccco1,-1%,0.5%,-11%,-1.3%,.,0%,0.0%[9.22 µM],5%,-2%,8%,.
CC(C(=O)Nc1ccc(N2CCOCC2)cc1)N1C(=O)c2ccccc2C1=O (configuration not stated),4%,1.0%,-3%,-1.0%,i,-3%,0.1%,-2%,-4%,2%,i
O=C1CCCN1CCCNc1ccc(S(=O)(=O)N2CCCCC2)cn1,0%,-0.6%,?,-1.1%,i,0%,-0.4%,-3%,0%,9%,i
N#Cc1sc2nc(-c3ccccc3)cc(-c3ccco3)c2c1N,-2%,-9.7%,?,-2.8%,?,-18%,-1.4%[57.5 µM],4µM*,-1%,4%,?
CCOc1ccc(C2C3=C(CCCC3=O)Nc3nc(C(F)(F)F)nn32)cc1OC (configuration not stated),-5%,-0.7%,22%,-1.8%,7.5e-08M*,-1%,-0.4%,-2%,1%,-2%,6.8e-08M*
COc1ccc(C2CC(C(F)(F)F)n3ncc(C(=O)NCc4cccnc4)c3N2)cc1OC (configuration not stated),5%,-1.0%,13µM*,0.1%,i,3%,-2.5%,5%,-1%,12%,i
CCOC(=O)N1CCC(Nc2c(N3CCN(c4cc(Cl)ccc4C)CC3)c(=O)c2=O)CC1,0%,0.6%,7%,0.5%,.,-2%[2.3 µM],-0.2%,-24%,.,-7%,.
O=C(O)CCCn1c(=O)[nH]c2ccccc2c1=O,-4%,1.3%,1%,-3.1%,i,1%,-2.1%,9%,-1%,-13%,?
COc1ccccc1-n1c(SCC(=O)NC(C)(C)C)nc(O)cc1=O,-6%,-0.6%,-8%,-0.6%,i,-4%,-0.8%[0.369 µM],3%,0%,4%,?
Cc1cccc(OCC(=O)Nc2ccccc2N2CCN(C(=O)C(C)C)CC2)c1C,0%,-1.2%,-1%,1.4%,i,0%,.,-2%,-3%,-1%,i
COC(=O)Cn1cc(C(=O)OC)c2ccccc21,-3%,-1.0%,0%,-1.3%,i,-3%,1.0%,8%,-3%,1%,i

# Source: PubChem
